KCC2 mod: modulators of human KCC2 chloride dependent transport; KCC2 cells, thallium flux FluoZin-2 fluorescence; B-score of Tl+ flux slope (higher = more flux/activation; lower = inhibition) at 10 µM; Q9H2X9; 190,000 tested, 2.2% active;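 active means thallium flux slope and its plate-corrected score both differing from the plate sample mean at a set confidence after two filtering rounds, in either direction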;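 further: slope of fluorescence scaled to starting intensity during 10 to 20 s after thallium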
hK5 inh: blocks human kallikrein 5 protease activity; inhibition, % at 5 µM; 210,000 tested, 0.59% active; Q9Y337; recombinant hK5, fluorogenic AMC substrate cleavage;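 active means inhibition of 40% or more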;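 further: 0% = enzyme controls without compound and 100% = no-enzyme blanks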
Target sequence (Q9Y337 67-293 limits assumed): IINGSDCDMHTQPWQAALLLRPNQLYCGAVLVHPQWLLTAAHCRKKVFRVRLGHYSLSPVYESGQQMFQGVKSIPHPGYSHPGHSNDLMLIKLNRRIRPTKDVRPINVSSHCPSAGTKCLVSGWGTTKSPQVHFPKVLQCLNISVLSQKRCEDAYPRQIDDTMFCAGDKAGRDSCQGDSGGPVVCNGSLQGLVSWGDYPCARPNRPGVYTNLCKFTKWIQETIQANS
Rad51 HR inh: blocks human Rad51 in homologous recombination. Q06609. hRad51 DNA strand exchange, fluorescence dequenching. inhibition, % at 10 µM. 200,000 tested, 0.085% active;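 active means inhibition above 40% at the single screening dose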;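 further: 0% = DMSO control wells and 100% = blanks with heterologous ssDNA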
Target sequence (Q06609 whole entry, looked up): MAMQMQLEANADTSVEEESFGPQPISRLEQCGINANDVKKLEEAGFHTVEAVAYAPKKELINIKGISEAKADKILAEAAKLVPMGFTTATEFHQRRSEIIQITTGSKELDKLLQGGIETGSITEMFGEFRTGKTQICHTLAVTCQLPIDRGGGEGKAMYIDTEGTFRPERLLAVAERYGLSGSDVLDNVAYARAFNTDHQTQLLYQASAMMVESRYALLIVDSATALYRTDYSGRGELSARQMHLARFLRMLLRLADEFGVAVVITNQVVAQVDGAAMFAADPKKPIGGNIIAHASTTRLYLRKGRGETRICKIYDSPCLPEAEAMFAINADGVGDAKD
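Test system: preformed human Rad51 ssDNA filaments. Compound dosing: single dose, 10 µM final compound. Incubation: filaments 15 min 37 °C, then compound 30 min. Technique: FRET fluorescence dequenching, excitation 485 nm, emission 520 nm. Read-out basis: percent inhibition from fluorescence, normalised to plate control and blank means. Benchmarks: plate controls and plate blanks.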
thrombin 1536: blocks human thrombin protease activity; P00734; alpha-thrombin, Boc-VPR-AMC fluorogenic substrate cleavage; inhibition, % at 5 µM; 220,000 tested, 0.26% active; AID 1046;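 active means inhibition at or above 40%; inactive means inhibition below 40%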;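 further: 0% = enzyme with no compound and 100% = wells without enzyme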
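System – human alpha-thrombin protein · Reagent – Boc-VPR-AMC substrate, 15 µM final · Compound – 5 µM single dose in 0.2% DMSO · Schedule – reaction at room temperature · Technique – AMC fluorescence at 355 nm excitation and 460 nm emission · Read-out basis – % inhibition relative to enzyme controls and enzyme-free blanks · Control set – no-compound enzyme wells and no-enzyme blanks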
Hck Nef HTS: blocks Nef-activated human Hck kinase | P08631 | Recombinant Hck-YEEI plus Nef, Z-Lyte FRET kinase assay | inhibition, % at 20 µM | 220,000 tested, 0.68% active;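 active means Hck-Nef kinase inhibition above about 50%, limit read from the data; inactive means inhibition below that limit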;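 further: 0% = DMSO with Hck plus Nef and 100% = Hck alone without Nef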
Target sequence (P08631 whole entry, looked up): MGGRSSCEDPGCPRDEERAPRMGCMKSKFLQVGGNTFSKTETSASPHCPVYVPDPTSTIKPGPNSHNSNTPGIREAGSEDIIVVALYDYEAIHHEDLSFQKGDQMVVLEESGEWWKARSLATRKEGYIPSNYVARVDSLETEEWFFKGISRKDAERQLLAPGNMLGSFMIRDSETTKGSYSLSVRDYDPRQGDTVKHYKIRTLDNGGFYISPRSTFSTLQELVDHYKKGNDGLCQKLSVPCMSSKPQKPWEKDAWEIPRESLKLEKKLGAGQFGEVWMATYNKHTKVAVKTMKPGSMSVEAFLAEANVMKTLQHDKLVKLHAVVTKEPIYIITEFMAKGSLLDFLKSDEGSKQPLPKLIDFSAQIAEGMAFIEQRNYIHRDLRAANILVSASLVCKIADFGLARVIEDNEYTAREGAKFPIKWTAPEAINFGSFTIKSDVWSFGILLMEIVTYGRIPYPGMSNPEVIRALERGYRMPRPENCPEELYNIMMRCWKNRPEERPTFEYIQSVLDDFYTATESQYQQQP
TNF necrop inh: TNF-alpha cell death inhibition in Jurkat FADD-/- cells; Jurkat FADD-/- TNF necroptosis rescue, ATP luminescence, 24 h; 0 = TNF only, 100 = no-TNF cells; activation (protection from cell death), % at 10 µM; 220,000 tested, 0.068% active; AID 463075;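 active means activation, meaning protection from cell death, of at least 50% relative to plate controls; inactive means activation below 50%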;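 further: necroptosis triggered by 40 ng/mL TNF-alpha added together with compound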
L929 necroptosis: L929 zVAD cell death inhibition; viability rescue, % at 10 µM; 220,000 tested, 0.38% active; L929 zVAD necroptosis rescue, ATP luminescence, 24 h; with zVAD 60 µM; AID 1377;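 active means activation, scaled between plate controls, above about 75%, limit read from the data; inactive means activation under that limit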;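 further: 0% = zVAD with DMSO and 100% = DMSO alone without zVAD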
FXIIa inh 1536: factor XIIa (human) inhibition; AID 800; 220,000 tested, 0.3% active; purified FXIIa, Boc-QGR-AMC fluorogenic substrate, 2 h; P00748; inhibition, % at 5 µM; in the data active means inhibition above about 40%;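 further: 0% = enzyme with no compound and 100% = blank without enzyme; many of its hits are not listed in these tables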
FXIa inh: inhibitors of human coagulation factor XIa; purified FXIa, Boc-Glu-Ala-Arg-AMC fluorogenic substrate; P03951; 220,000 tested, 0.14% active; inhibition, % at 5 µM;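 active means inhibition of at least 40%; inactive means inhibition below 40%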;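 further: fluorescence of freed AMC excited at 355 nm; 0% = enzyme without compound and 100% = no enzyme blank; many of its hits are not listed in these tables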
The depositor's hits bear a star; nt = no result given. A portion of the library; count on the stated rates, not on these rows.

SMILES	KCC2 mod	hK5 inh	Rad51 HR inh	thrombin 1536	Hck Nef HTS	TNF necrop inh	L929 necroptosis	FXIIa inh 1536	FXIa inh
CCOc1ccc(-c2nc(C#N)c(N3CCN(C)CC3)o2)cc1	nt	-1	0	-3	3	0.5	0.3	-9	-14
O=C(Nc1nncs1)C1(c2ccccc2)CCCC1	-0.93	-25	-1	-3	7	-0.7	0.2	13	6
CC1=C(C(=O)Nc2ccccc2C(F)(F)F)C(c2sccc2C)NC(=S)N1 (stereo not drawn)	1.5	0	-6	-5	20	-0.1	-0.7	11	7
Cn1nccc1C(=O)Nc1ccc(OC(=O)c2ccnn2C)cc1	-0.057	-24	-2	-2	5	-5.9	0.0	3	-13
COc1ccc2nc(NC(=O)C3CCCN(S(=O)(=O)c4cccc5nsnc45)C3)sc2c1 (stereo not drawn)	-0.8	-15	-10	6	0	0.0	2.9	26	5
COc1ccc(CCNC(=O)c2c(C)cc(=O)oc2C)cc1OC	nt	1	nt	4	1	-1.5	-0.2	14	6
CN(C)C(=O)N1CCC(C(=O)NCc2ccc(F)cc2Cl)CC1	0.46	-8	-2	-8	-6	3.0	1.5	17	3
N#CCN1C(=O)C2CCCN2c2ccc(S(=O)(=O)N3CCOCC3)cc21 (stereo not drawn)	-0.19	-15	9	1	20	0.5	4.5	7	4
CCOc1cc(N2CCOCC2)c(OCC)cc1NC(=O)COC(=O)[C@H](Cc1c[nH]c2ccccc12)NC(C)=O	nt	8	-7	0	0	1.2	0.2	19	4
COc1ccc(N2CCN(C(=O)CCNS(=O)(=O)c3ccccc3)CC2)cc1	-0.00045	3	7	5	7	0.7	0.7	5	-2
O=C(O)/C=C/C(=O)Nc1nccs1	-0.3	3	8	4	8	0.2	-0.1	13	6
COc1ccc(CNC(=O)COc2ccc(S(=O)(=O)NC(C)C)cc2)cc1	-0.2	-9	-1	2	-1	-0.9	0.0	11	4
Cc1ccc(-c2csc3ncnc(N4CCN(C(=O)c5ccccc5)CC4)c23)cc1	-1.7	3	3	2	-2	-1.6	-0.7	16	-1
Cc1ccc(CNC(=O)CCCC(=O)O)cc1	1.1	-17	-6	-2	-1	0.9	0.9	-4	-4
CCCCN(C)/C=N/c1c(C#N)cnn1-c1ccc(C)cc1	-0.79	1	3	2	0	0.1	0.7	7	2
Cc1ccc(SCc2cc(=O)[nH]c(N3CCN(C)CC3)n2)cc1	-0.039	0	-1	0	0	-0.7	-0.5	28	16
O=C(NCc1cccnc1)C1CCCN(S(=O)(=O)c2cccc3nsnc23)C1 (stereo not drawn)	0.6	-7	nt	1	0	-1.5	nt	7	5
Cc1nc2ccc(Br)cn2c1C(=O)N/N=C\c1ccccc1[N+](=O)[O-]	nt	-7	17	6	12	0.3	13	7	-2
O=C(Nc1cccnc1)C1CC(c2ccc(Cl)c(Cl)c2)=NO1 (stereo not drawn)	-1.6	-3	1	1	0	-0.5	0.3	13	1
CCC(=O)Nc1cccc(NC(=O)CN2CCN(c3ccccc3OC)CC2)c1	0.15	-26	-9	-6	-1	-2.6	-0.1	1	0
CCCc1nc(C)c(-c2ccc(OC)c(OC)c2)c(=O)[nH]1	nt	-4	0	1	-2	1.9	-0.3	11	-1
COc1ccc(-c2cc(C3CC3)nc(SCC(=O)c3cccs3)c2C#N)cc1	0.75	6	-21	-8	-5	-1.1	0.0	2	-9
CCCCNC(=O)c1ccc(N2CCOCC2)c(NS(=O)(=O)c2ccc(OC)cc2)c1	nt	7	-6	-6	-2	-0.8	2.9	0	-5
OC(COCC1COc2ccccc2O1)CN1CCN(c2ccccn2)CC1 (stereo not drawn)	-0.48	-4	21	-5	0	-2.6	0.1	-4	-25
COc1ccc(CN2CC(C(=O)NCCc3ccccc3)CC2=O)cc1 (stereo not drawn)	0.5	-1	-1	-1	1	0.0	0.0	-3	-7
O=S(=O)(Nc1cccc(CCc2ccccn2)c1)c1ccc2ccccc2c1	-1.4	-9	nt	-1	1	-5.0	0.5	12	2
Cc1ccc2[nH]c3c(c2c1)CN(C(=O)CN1CCCCC1)CC3	1.4	-3	-2	-3	22	7.8	0.9	7	-2
c1ccc2c(c1)nc1n2CCN1CCNC1CCCCC1	-0.038	0	nt	-8	3	0.8	0.5	-10	-13
CSc1nc(C)cc(OCCNS(=O)(=O)c2cc(C)ccc2C)n1	0.26	4	2	-6	-5	-1.6	0.0	6	5
O=C1c2ccccc2C(=O)N1CC(O)Cn1nnc2ccccc21 (stereo not drawn)	0.9	-7	4	0	1	-1.2	0.0	20	-1
COC(=O)C1(C(=O)OC)NOC2C(=O)N(N(C)c3ncc(C(F)(F)F)cc3Cl)C(=O)C21 (stereo not drawn)	0.39	-1	10	-8	14	1.0	-1.4	5	-5
O=C(NCCN1CCCCCC1)c1ccc(N2CCCC2=O)cc1	0.081	-20	3	2	1	-0.8	0.2	18	-7
O=C(NNc1cccc(Cl)n1)c1cccnc1Cl	0.41	-25	nt	-3	1	1.7	1.3	11	11
N#C/C(=C(/O)COC(=O)Cc1c[nH]c2ccccc12)c1nc2ccccc2[nH]1	-1.5	-155	-14	5	60*	-1.9	0.4	15	18
Cc1[nH]n(-c2nc(-c3ccccc3)cc(=O)[nH]2)c(=O)c1CCO	0.4	-14	36	4	0	0.0	2.7	3	-4
COc1c(O)cc2oc(-c3ccc(O)cc3)cc(=O)c2c1O	-1.9	2	4	-3	91*	-4.0	72	8	1
FC(F)(F)c1cnc(N2CCN(C(=S)NCc3ccccc3)CC2)c(Cl)c1	-0.7	-2	8	-5	7	1.3	5.6	2	-12
O=C(NCCCn1ccnc1)c1ccc(N2CCCCCC2)c([N+](=O)[O-])c1	-0.11	1	4	4	-6	-4.3	-0.3	11	3
CC1(C)Cc2c(oc3ncn4ncnc4c23)CO1	nt	-9	6	4	0	0.4	0.9	8	-2
COC(=O)N1CC(c2ccccc2)CC1=O (stereo not drawn)	nt	-28	4	3	7	-0.5	0.0	3	3
COc1cc2c(cc1OC)C(C)N(C(=O)c1cc3n(n1)C(C(F)(F)F)CC(c1ccco1)N3)CC2 (stereo not drawn)	-0.62	-5	4	3	0	-1.5	0.5	10	5
CC1CCc2onc(C(=O)O)c2C1 (stereo not drawn)	-1	4	2	-4	13	-0.3	5.8	6	1
O=C(NCCc1ccccc1)c1ccc(Br)o1	nt	-9	-5	1	0	-0.6	1.2	22	3
CC(=O)NC(NC(C)=O)c1ccc(N(C)C)cc1	0.53	3	-2	2	-3	-1.7	0.7	18	12
CCC(=O)Nc1ccc(NC(=S)NC(=O)c2oc3ccccc3c2C)cc1	nt	-4	-2	2	4	1.4	1.0	11	19

Some of the entries above in a different format.
Each structure is followed by: KCC2 mod | hK5 inh | Rad51 HR inh | thrombin 1536 | Hck Nef HTS | TNF necrop inh | L929 necroptosis | FXIIa inh 1536 | FXIa inh
CC1(C)Cc2c(oc3ncn4ncnc4c23)CO1
→ nt | -9 | 6 | 4 | 0 | 0.4 | 0.9 | 8 | -2
O=C(NCCN1CCCCCC1)c1ccc(N2CCCC2=O)cc1
→ 0.081 | -20 | 3 | 2 | 1 | -0.8 | 0.2 | 18 | -7
O=C(NNc1cccc(Cl)n1)c1cccnc1Cl
→ 0.41 | -25 | nt | -3 | 1 | 1.7 | 1.3 | 11 | 11
Cc1[nH]n(-c2nc(-c3ccccc3)cc(=O)[nH]2)c(=O)c1CCO
→ 0.4 | -14 | 36 | 4 | 0 | 0.0 | 2.7 | 3 | -4
O=C(NCCc1ccccc1)c1ccc(Br)o1
→ nt | -9 | -5 | 1 | 0 | -0.6 | 1.2 | 22 | 3

Next compounds.
SMILES	KCC2 mod	hK5 inh	Rad51 HR inh	thrombin 1536	Hck Nef HTS	TNF necrop inh	L929 necroptosis	FXIIa inh 1536	FXIa inh
CC1=CSC2=NC(=O)/C(=C/c3cccc(OC(=O)c4ccco4)c3)C(=N)N12	-0.25	-2	21	5	-15	-0.5	0.3	13	10
O=C(CCc1nc2ccccc2[nH]1)NC1CCCCC1	-0.69	-2	4	0	2	0.7	1.0	-3	-10
CCN(CCO)Cc1csc2ccc(Br)cc12	0.32	-8	nt	2	2	-2.5	-0.5	8	4
COc1ccccc1C(=O)N(CCC1CCCN1C)c1nc2ccccc2s1 (stereo not drawn)	-0.05	0	nt	-1	15	4.1	-0.8	3	-1
COc1ccc(Oc2c(Cl)cnn(-c3ccc(C)cc3)c2=O)cc1	nt	-15	7	6	0	-14	-0.7	18	8
Cc1ccc(CNC(=O)COC(=O)c2ccc(Cl)c(N)c2)cc1	-1.1	-22	nt	-4	3	1.0	2.5	9	4
O=C(COC(=O)c1ccc(Cl)nc1)NCCC1=CCCCC1	0.47	-3	-4	-11	14	0.2	1.6	4	-5
N#CCCN(C(=O)CO/N=C/c1cccc([N+](=O)[O-])c1)c1ccccc1	0.77	-1	12	16	19	0.8	0.6	10	1
O=C(CC(c1ccccc1)c1ccccc1O)NCc1ccccc1 (stereo not drawn)	-1.2	3	11	2	-10	0.1	0.5	nt	0
COc1cc(/C=N/N2CCOCC2)ccc1OC(=O)c1ccco1	0.32	-1	-5	6	29	0.4	2.6	2	-2
CN(C)Cc1ccccc1Cc1ccccc1	-3.4	-10	5	-4	3	1.8	-0.5	13	10
Cc1ccc2cc3c(N)c4c(C)ccc(C)c4nc3nc2c1	0.52	6	-176	3	26	-12	3.6	11	5
CCOC(=O)c1csc(NC(=O)Nc2cccc(Cl)c2)n1	1.2	-16	5	0	4	1.2	2.8	14	2
Cc1ccc2nc(SCC(=O)Nc3cc(C(F)(F)F)ccc3N3CCOCC3)[nH]c2c1	-0.81	21	-7	13	22	-18	-1.6	19	16
O=S(=O)(NCc1csc(-c2ccccc2)n1)c1ccc(Cl)s1	-5.7*	13	nt	15	-1	1.9	1.6	6	0

Results in TNF necrop inh, for some of the entries so far:
Structure,TNF necrop inh
O=C(CCc1nc2ccccc2[nH]1)NC1CCCCC1,0.7
CCN(CCO)Cc1csc2ccc(Br)cc12,-2.5

The list continues:
SMILES	KCC2 mod	hK5 inh	Rad51 HR inh	thrombin 1536	Hck Nef HTS	TNF necrop inh	L929 necroptosis	FXIIa inh 1536	FXIa inh
CCOC(=O)C1CCN(C(=O)c2cccnc2Oc2ccccc2)CC1	-0.057	0	-20	-6	-5	0.1	-0.2	4	-4
Cc1cc(C(=O)NCc2ccc(S(N)(=O)=O)cc2)ccc1[N+](=O)[O-]	-0.0054	-7	7	-9	-1	1.1	-0.5	2	-1
COc1cc(OC)cc(C(=O)Nc2nnc(NC(=S)Nc3ccccc3)s2)c1	-0.95	-15	7	-4	3	0.3	1.1	14	2
CS(=O)(=O)CCC(C(=O)OCC(=O)c1ccc(Cl)cc1)N1C(=O)c2ccccc2C1=O (stereo not drawn)	-0.024	-4	-15	-8	-1	0.8	0.5	-2	-7
Oc1ccccc1/C=N/n1cnnc1	nt	-9	-3	5	1	-0.7	-0.3	28	20
Cc1ccsc1C1C(C#N)=C(N)OC2=C1C(=O)CCC2 (stereo not drawn)	nt	0	-3	-13	23	-3.1	3.7	3	-4
O=C(COc1ccc(C(=O)c2ccc(F)cc2)cc1)NCc1ccc(F)cc1	-0.77	29	-7	-3	1	-2.7	1.0	11	1
COc1ccc(CC(=O)N2CCN=C2SC)cc1OC	1.4	5	-4	-2	-8	0.5	3.9	5	1
NC(=O)c1nsc(C(=O)N(CC(=O)NCc2ccc3c(c2)OCO3)C2CCCCC2)c1N	0.029	-9	-2	3	7	-3.0	0.6	14	4
